EPAC1 agonist = qHTS for Agonist of cAMP-regulated guanine nucleotide exchange factor 3 (EPAC1): primary screen; hit rate 0.073% among 360,000; Rap guanine nucleotide exchange factor 3 (Homo sapiens), O95398; Potency, µM (titrated, usually from 154 µM), without a hit: at the highest dose activation, hits mostly activators; EPAC1 agonist qHTS, biochemical assay; response scale: 100% = response to 6.5 mM cAMP; also: nearly all actives have a fitted effect of over 60% in size
Target sequence (O95398 whole entry, looked up): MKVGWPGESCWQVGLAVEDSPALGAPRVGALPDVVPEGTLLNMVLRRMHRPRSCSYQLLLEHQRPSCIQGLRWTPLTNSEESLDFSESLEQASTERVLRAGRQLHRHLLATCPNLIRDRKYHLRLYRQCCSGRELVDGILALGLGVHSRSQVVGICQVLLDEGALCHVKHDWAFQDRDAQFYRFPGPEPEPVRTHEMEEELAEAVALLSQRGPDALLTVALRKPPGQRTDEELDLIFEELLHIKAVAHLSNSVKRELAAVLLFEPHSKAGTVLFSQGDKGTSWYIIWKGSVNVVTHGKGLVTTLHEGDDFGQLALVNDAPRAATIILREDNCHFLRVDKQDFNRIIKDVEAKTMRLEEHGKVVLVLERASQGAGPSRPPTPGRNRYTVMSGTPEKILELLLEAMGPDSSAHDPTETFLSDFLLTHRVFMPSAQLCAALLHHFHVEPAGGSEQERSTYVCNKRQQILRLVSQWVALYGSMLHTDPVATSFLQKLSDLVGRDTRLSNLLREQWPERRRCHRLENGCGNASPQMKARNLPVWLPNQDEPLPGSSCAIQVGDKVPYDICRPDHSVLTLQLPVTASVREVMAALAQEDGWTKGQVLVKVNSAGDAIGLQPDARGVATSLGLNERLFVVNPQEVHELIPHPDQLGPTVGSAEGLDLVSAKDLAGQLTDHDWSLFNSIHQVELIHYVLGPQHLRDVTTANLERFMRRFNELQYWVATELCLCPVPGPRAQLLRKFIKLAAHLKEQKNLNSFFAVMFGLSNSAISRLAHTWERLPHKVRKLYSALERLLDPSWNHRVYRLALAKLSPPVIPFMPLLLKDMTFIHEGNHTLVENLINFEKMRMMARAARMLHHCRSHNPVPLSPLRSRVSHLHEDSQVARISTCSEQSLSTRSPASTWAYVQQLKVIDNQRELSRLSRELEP
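Fluorescent GDP-exchange assay: 100 nM EPAC1 with 250 nM Rap1B preloaded with BODIPY-GDP and 50 uM GDP; compounds tested as concentration series, 5 min at room temperature, then read every 5 min for 30 min (ex 480/em 540 nm); normalized to 6.5 mM cAMP.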
FUS yeast rescue = qHTS for Suppressors of FUS Proteinopathy: Primary screen using FUS-linked yeast assay; S. cerevisiae FUS-expressing, growth rescue, OD600, 24 h; Potency, µM (titrated, usually from 76.6 µM), without a hit: at the top dose growth rescue (activation), actives largely listed as activators; hit rate 0.24% among 390,000; AID 1347120, 2019;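 also: plate controls were DMSO vehicle for no effect and reference control for full effect; nearly all actives have a fitted effect of over 55% in size; some results filed as inactive show a strong effect at the top dose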
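Read-out: OD at 600 nm after 24hr at 30C, reporting rescue of FUS-induced yeast toxicity. Cells at OD 0.005 in galactose (2%) minimal medium; compounds tested in a dilution series; CP55940 titration from 92uM final as control.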
aSyn rescue = qHTS of alpha-syn Inhibitors. Yeast expressing alpha-synuclein, growth rescue, BacTiter-Glo, 24 h. Potency, µM (doses to about 46.1 µM), inactives show at the highest dose growth rescue (activation), actives largely listed as activators. hit rate 0.14% among 370,000. AID 652106, 2013; also: % of control where 0% means no effect; nearly all actives have a fitted effect of over 65% in size
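Screening used galactose-induced yeast with toxic alpha-synuclein levels, exposed to compound for 24 hr at 30 deg C. Cell growth, read with BacTiter-Glo luminescence, gave the measured signal.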
TDP43 rescue = qHTS of TDP-43 Inhibitors. TDP-43 expressing yeast growth rescue, BacTiter-Glo, 24 h. Potency, µM (series often up to 46.1 µM), for inactives: at the top dose growth rescue (activation), hits mostly activators. hit rate 1.8% among 410,000. AID 652104, 2013; also: % of control where 0% means no effect; nearly all actives have a fitted effect of over 50% in size
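Luminescence from BacTiter-Glo reports growth of TDP-43-expressing yeast after 24 hr at 30 deg C with compound. Cells were raffinose-pregrown to mid-log, then seeded in galactose medium at OD600=0.02.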
EPAC2 agonist = qHTS for Agonist of cAMP-regulated guanine nucleotide exchange factor 4 (EPAC2): primary screen. Rap guanine nucleotide exchange factor 4 (Homo sapiens), Q8WZA2. EPAC2 activation, biochemical qHTS; response scale: 100% = 6.5 mM cAMP response. Potency, µM (highest dose often 154 µM), without a hit: at the highest dose activation, usual class: activators. hit rate 0.079% among 360,000; also: nearly all actives have a fitted effect of over 50% in size
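Setup: EPAC2 100 nM, labeled Rap1B complex 250 nM, free GDP 50 uM. Compound titrations pinned in, brief spin, 5 min room temperature incubation. Kinetic fluorescence read over 30 min, normalized to 6.5 mM cAMP.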
PTHR1 ag = qHTS for PTHR1 Agonists: Primary Screen; Parathyroid hormone/parathyroid hormone-related peptide receptor (Homo sapiens), Q03431; HEK293 GP2 PTHR1 cells, GloSensor cAMP luminescence, 1 h; Potency, µM (titrated, usually from 115 µM), inactives show top-dose activation, most hits filed as activators; hit rate 0.075% among 410,000; AID 743266, 2014; also: nearly all actives have a fitted effect of over 55% in size; some results filed as inactive show a strong effect at the top dose; inactives centre near -15; many of its hits are not listed in these tables
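HEK-293-derived GP2 cells expressing PTHR1 and a GloSensor cAMP reporter, 3,000/well, plated overnight, given luciferin plus IBMX (each 0.5 mM as added) for 1 h at 37 °C, then compound for 1 h at 37 °C. Luminescence was read after 15 min at room temperature.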
EPAC1 antagonist = qHTS for Antagonist of cAMP-regulated guanine nucleotide exchange factor 3 (EPAC1): primary screen; Rap guanine nucleotide exchange factor 3 (Homo sapiens), O95398; EPAC1 GEF assay, Rap1b-BODIPY-GDP exchange fluorescence; Potency, µM (titrated, usually from 115 µM), inactives show at the highest dose activity change, negative = inhibition, usual class: inhibitors; hit rate 0.14% among 360,000; AID 720709, 2013;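 also: plate controls were vehicle for no effect and positive control for full effect; nearly all actives have a fitted effect of over 50% in size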
EPAC2 antagonist = qHTS for Antagonist of cAMP-regulated guanine nucleotide exchange factor 2 (EPAC2): primary screen; hit rate 0.18% among 360,000; EPAC2 GEF exchange of Rap1B-BODIPY-GDP, fluorescence; Rap guanine nucleotide exchange factor 4 (Homo sapiens), Q8WZA2; Potency, µM (doses to about 114 µM), without a hit: top-dose activity, negative = inhibition, most hits filed as inhibitors; also: % is scaled to controls: 0 for no effect and ±100 for the full control effect; nearly all actives have a fitted effect of over 45% in size; many of its hits are not listed in these tables
Active calls of the source: *; i = inactive; ? = inconclusive; nt = no result given; [ ] = remark or other dose. Calls follow the shape of the dose curve; as a rule, active = well fitted curve in the direction sought with a large enough effect; inconclusive = small, poorly fitted or top-dose-only effect, or another doubt; inactive = no such curve, though single readings can be large; an effect the other way counts as inactive or inconclusive. Potency is read from the fitted curve at half-maximal effect. This is a subset. The share of hits here may be higher or lower than overall.

Short keys – A = EPAC1 agonist; B = FUS yeast rescue; C = aSyn rescue; D = TDP43 rescue; E = EPAC2 agonist; F = PTHR1 ag; G = EPAC1 antagonist; H = EPAC2 antagonist
1. Cc1cccc(-c2nnc(-c3cccc(NC(=O)Cc4cccs4)c3)o2)c1
  A: 25%; B: 34%; C: -9%; D: -9%; E: 11%; F: -49%[inhibitor][57.5 µM]; G: 2%; H: -4%

2. CN(CC1CCCO1)S(=O)(=O)c1ccc(C(=O)Nc2nc3cc4c(cc3s2)OCO4)cc1 (centres undefined)
  A: -15%; B: 0%; C: -2%; D: 9%; E: -13%; F: -19%; G: -21%; H: -5%

3. CC(C)NC(=O)c1ccccc1NC(=O)CCS(=O)(=O)Cc1ccccc1
  A: 4%; B: -4%; C: 2%; D: -10%; E: 10%; F: i; G: 0%; H: 4%

4. COc1cccc(C(C(=O)NC2CCCCC2)N(Cc2ccco2)C(=O)c2ccccn2)c1 (centres undefined)
  A: 4%; B: -2%; C: 0%; D: 3%; E: 10%; F: -1%; G: 3%; H: 2%

5. COc1cc(N2C(=O)CSC23C(=O)N(C)c2ccccc23)cc(OC)c1OC (centres undefined)
  A: nt; B: -15%; C: ?; D: 17%; E: nt; F: i; G: nt; H: nt

6. CCCCCCN1C[C@@H](O)[C@H](n2cc(COC(=O)c3ccccc3)nn2)C[C@@H]1c1ccccc1
  A: -1%; B: 23%; C: 1%; D: 3%; E: -12%; F: -36%; G: -3%; H: -17%

7. CC(C)C[C@@]12C(=O)N(c3cccc(F)c3)C(=O)N1[C@H](c1ccc(Cl)cc1)[C@@H]1C(=O)N(C3CCCCC3)C(=O)[C@@H]12
  A: 1%; B: ?; C: 5%; D: ?; E: -7%; F: -7%; G: -13%; H: 28%

8. CC(=O)Cn1nnc(-c2ccc(C(F)(F)F)cc2)n1
  A: -8%; B: 15%; C: -1%; D: -12%; E: -2%; F: -65%[inhibitor]; G: 8%; H: 3%

9. CCOC(=O)c1c(C)[nH]c(C)c1C(=O)COC(=O)CNC(=O)C1CCCCC1
  A: 5%; B: 12%; C: -6%; D: 6%; E: -9%; F: 0%; G: 2%; H: 11%

10. Cc1ccccc1-n1c(C)cc(/C=N/Nc2ccc([N+](=O)[O-])cn2)c1C
  A: -5%; B: 16%; C: -14%; D: -3%; E: -1%; F: -10%[57.5 µM]; G: 7%; H: 7%[57.1 µM]

11. COc1ccc(-c2nn[nH]n2)cc1OC
  A: 3%; B: nt; C: -5%; D: 11%; E: 2%; F: i; G: -10%; H: 2%

12. Cc1cc(C)c(NC(=O)/C=C\C(=O)O)c([N+](=O)[O-])c1
  A: -5%; B: 14%; C: -64%[inhibitor]; D: 16µM*; E: 8%; F: -18%[57.5 µM]; G: -14%; H: -9%

13. COc1ccc(OC)c(NC(=O)CSc2nnc(-c3ccncc3)s2)c1
  A: -6%; B: nt; C: 1%; D: 18%; E: 0%; F: -22%; G: 1%; H: 11%

14. CC1=C(C(=O)OCC2CCCO2)C(c2coc3ccc(Cl)cc3c2=O)C2=C(CCCC2=O)N1 (centres undefined)
  A: 0%; B: 19%; C: 0%; D: 0%; E: -7%; F: i; G: 0%; H: 0%

15. C[N+](C)(C)CCCN(Cc1ccc2c(c1)OCO2)C(=O)NC1CCCCC1
  A: 3%; B: 0%; C: -6%; D: -1%; E: 8%; F: i; G: -6%; H: -10%

16. COc1ccc(CC(=O)Nc2ccc(S(=O)(=O)NCC3CCCO3)cc2)cc1 (centres undefined)
  A: 14%; B: -1%; C: -2%; D: 6%; E: 4%; F: -18%[57.5 µM]; G: -1%; H: 1%

17. CC(C)CCN1CCN(Cc2ccc(Oc3ncccn3)cc2)CC1CCO (centres undefined)
  A: -6%; B: 1%; C: 3%; D: -4%; E: -2%; F: -1%; G: -12%; H: -2%

18. CCOC(=O)c1c(C)[nH]c(C)c1S(=O)(=O)NCC(=O)Nc1ccccn1
  A: -3%; B: -5%; C: -15%; D: -4%; E: -3%; F: -48%[inhibitor]; G: -18%; H: 13%

19. CCOc1ccc(/C=C\c2nc(O)c([N+](=O)[O-])c(=O)[nH]2)cc1OCC
  A: 5%; B: -10%; C: 1%; D: 13%; E: -3%; F: -22%; G: 14%; H: 4%

20. CN(Cc1ccccc1)C(=O)[C@H]1CCC(=O)N1Cc1ccco1
  A: -5%; B: 17%; C: 0%; D: -8%; E: 5%; F: 2%; G: 4%; H: 8%

21. C/C(=N/OC(=O)c1c(-c2ccccc2Cl)noc1C)c1cnccn1
  A: -16%; B: 37%; C: 2%; D: nt; E: 3%; F: -4%; G: -24%; H: 2%

22. Fc1ccccc1/C=N/Nc1ccc(Cl)nn1
  A: 9%; B: -15%; C: -1%; D: 12%; E: 5%; F: i; G: 5%; H: -7%

23. C/C(=N\NC(=S)Nc1ccccc1C)C1Cc2ccccc2C(=O)O1 (centres undefined)
  A: 12%; B: 10%; C: 5%; D: 10%; E: 11%; F: -7%; G: -10%; H: -1%

24. COCCNC(=O)c1cccc2c(-c3cccc(C(N)=O)c3)coc12
  A: -12%; B: -10%; C: -3%; D: 22%; E: 9%; F: -8%; G: -15%; H: 9%

25. Nc1cc(N)nc(SCC(=O)NC2CCCCCCC2)n1
  A: 2%; B: -3%; C: -11%; D: 15%; E: -5%; F: i; G: -11%; H: 3%

26. COc1ccc(OC)c(CCNC(=O)CS(=O)(=O)Cc2nc(-c3ccc(C)cc3)oc2C)c1
  A: 2%; B: 18%; C: 4%; D: 0%; E: -6%; F: i; G: 2%; H: -9%

27. CCC(=O)N1CCN(c2ccccc2NC(=S)NC(=O)c2cccc([N+](=O)[O-])c2)CC1
  A: 8%; B: 6%; C: -1%; D: -4%; E: 6%; F: i; G: ?; H: -17%

28. O=C1CC(C(=O)N2CCN(c3ccc(F)cc3)CC2)CN1CCc1ccccc1 (centres undefined)
  A: -2%; B: -5%; C: 5%; D: 8%; E: -7%; F: -3%; G: 8%; H: 11%

29. O=C(C1=C(O)C(=O)N(CCN2CCOCC2)C1c1ccc(Cl)cc1)c1cc2ccccc2o1 (centres undefined)
  A: 1%; B: ?; C: 7%; D: 4%; E: -5%; F: i; G: -15%; H: -9%

30. CCn1c(=O)n(CCc2ccccc2)c(=O)c2c3c(sc21)CCCC3
  A: -2%; B: 0%; C: 2%; D: -3%; E: 13%; F: i; G: -2%; H: -3%

31. CCCCN1CC[C@H]2C=CC[C@@H](C(=O)N3CCN(c4ccccc4)CC3)[C@H]2C1=O
  A: 8%; B: 0%; C: 3%; D: 24%; E: 15%; F: i; G: 8%; H: 1%

32. CCCc1[nH]nc2c1C1(CCOC1C)C(C#N)=C(N)O2 (centres undefined)
  A: 9%; B: 18%; C: -1%; D: -10%; E: 10%; F: i; G: 0%; H: 1%

33. Cc1cc(NS(=O)(=O)c2ccc(NC(=S)NC(=O)c3cccnc3)cc2)no1
  A: 4%; B: 14%; C: -8%; D: -24%; E: 11%; F: i; G: 3%; H: 1%

34. COc1ccc2[nH]cc(CCNC(=O)C3CCCNC3=O)c2c1 (centres undefined)
  A: -11%; B: -13%; C: 0%; D: 6%; E: 11%; F: 21%; G: 7%; H: 1%

35. CCN(CCO)Cc1csc2ccc(Cl)cc12
  A: -4%; B: -8%; C: 1%; D: 22%; E: -7%; F: i; G: 9%; H: 7%

36. CC(=O)c1c(N2CCN(Cc3ccccc3)CC2)nc(=S)n(-c2ccccc2)c1C
  A: 3%; B: -9%; C: -3%; D: -3%; E: 10%; F: -55%[inhibitor]; G: 0%; H: -12%

37. CC(C)NC(=O)c1ccc(CS(=O)(=O)c2ccc(Br)cc2)o1
  A: 2%; B: -19%; C: -8%; D: 11%; E: 7%; F: i; G: -6%; H: 15%

38. Cc1ccc(Nc2nc(N)c(C#N)c(CC#N)c2C#N)cc1
  A: -8%; B: 33%; C: 6%; D: -13%; E: -1%; F: i; G: -4%; H: 3%

39. COc1ccc2cc(CN(Cc3ccco3)C(=S)NCC3CCCO3)c(=O)[nH]c2c1 (centres undefined)
  A: 2%; B: -3%; C: -6%; D: 5%; E: -5%; F: i; G: 4%; H: 2%

40. COCC(=O)n1nc(-c2ccc(C)cc2)nc1NCc1ccc(F)cc1
  A: -2%; B: 0%; C: -1%; D: 0%; E: -3%; F: i; G: -1%; H: 4%

Whole records from above:
Listed for CC(C)NC(=O)c1ccccc1NC(=O)CCS(=O)(=O)Cc1ccccc1 = EPAC1 agonist = 4%; FUS yeast rescue = -4%; aSyn rescue = 2%; TDP43 rescue = -10%; EPAC2 agonist = 10%; PTHR1 ag = i; EPAC1 antagonist = 0%; EPAC2 antagonist = 4%
Listed for COc1ccc(-c2nn[nH]n2)cc1OC = EPAC1 agonist = 3%; FUS yeast rescue = nt; aSyn rescue = -5%; TDP43 rescue = 11%; EPAC2 agonist = 2%; PTHR1 ag = i; EPAC1 antagonist = -10%; EPAC2 antagonist = 2%

Going on with the list:
Short keys – A = EPAC1 agonist; B = FUS yeast rescue; C = aSyn rescue; D = TDP43 rescue; E = EPAC2 agonist; F = PTHR1 ag; G = EPAC1 antagonist; H = EPAC2 antagonist
41. Clc1ccccc1Cc1noc(CN2CCN(Cc3ccccn3)CC2)n1
  A: 3%; B: 36%; C: -5%; D: -2%; E: 14%; F: -11%; G: 1%; H: 5%

42. CCn1c(Cc2ccccc2)nnc1SCC(=O)Nc1ccc(N)cc1
  A: 5%; B: 5%; C: 0%; D: -11%; E: -1%; F: i; G: 3%; H: 10%

43. CN(C(=S)SCc1ccccc1)C1CCS(=O)(=O)C1 (centres undefined)
  A: 3%; B: -9%; C: -3%; D: -6%; E: 14%; F: -21%; G: 7%; H: -2%

44. Cc1cccc(N2CCN(C(=O)CCC(=O)N3CC(C)Oc4ccccc43)CC2)c1C (centres undefined)
  A: 9%; B: ?; C: 0%; D: 12%; E: -11%; F: -35%[inhibitor]; G: 0%; H: -23%

45. CCOC(=O)C1C(=O)Oc2ccc3ccccc3c2C1C1CCOC1=O (centres undefined)
  A: 2%; B: 3%; C: 6%; D: 0%; E: 7%; F: -69%[inhibitor]; G: 3%; H: -20%

Source: PubChem BioAssay
